MsrA inh: inhibitors of bovine MsrA | inhibition, % at 15.5 µM | actives 0.75% (n = 360,000) | purified bovine MsrA, absorbance read-out; in the data active = inhibition above about 4.5%;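 also: 0% = vehicle wells with enzyme and 100% = reference inhibitor wells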
MT1-MMP act inh: blocks activation of human MT1-MMP; P50281; HT1080 RFP-PRO-GFP cells, GFP/RFP ratio fluorescence, overnight; percent of plate control window, DMSO zero; GFP/RFP ratio change, % at 20 µM; actives 0.061% (n = 360,000); AID 651647;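 active = GFP/RFP ratio change of at least 30% with cell ATP level not reduced by more than half and red fluorescence within 50% of control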; also: strong numbers were not always called active
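system = RFP-PRO-GFP reporter HT1080 cells | dosing = 20 µM single dose, 1% DMSO | timing = overnight cell settling, then overnight compound exposure, 37 °C, 5% CO2 | read-out basis = GFP/RFP fluorescence ratio | controls = DMSO and RFP-L50D-GFP cell wells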
SKN-1 inh: blocks SKN-1 activity in C. elegans; C. elegans VP596 Pgst-4::GFP/RFP ratio, acrylamide-induced, 24 h; inhibition, % at 21.8 µM; actives 0.49% (n = 360,000); AID 624304;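 active = interference check ratio from 0.5 to 1.5 plus GFP to RFP signal ratio inhibition reaching or exceeding a fixed threshold, cut at about 30% in these data, passing the limit was not always enough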; also: some compounds called inactive have numbers as strong as hits
PABP1 MLLE inh: inhibitors of microRNA-mediated deadenylation, human PABP1 MLLE binding. P11940. GST-MLLE / FITC-PAM2 fluorescence polarization. inhibition, % at 20 µM. actives 0.36% (n = 360,000); in the data active = inhibition above about 35%, passing the limit was not always enough;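 also: plate controls were DMSO wells with GST-MLLE for no effect and wells lacking GST-MLLE protein for full effect; some results filed as inactive read as strong as hits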
Target sequence (P11940 whole entry, looked up): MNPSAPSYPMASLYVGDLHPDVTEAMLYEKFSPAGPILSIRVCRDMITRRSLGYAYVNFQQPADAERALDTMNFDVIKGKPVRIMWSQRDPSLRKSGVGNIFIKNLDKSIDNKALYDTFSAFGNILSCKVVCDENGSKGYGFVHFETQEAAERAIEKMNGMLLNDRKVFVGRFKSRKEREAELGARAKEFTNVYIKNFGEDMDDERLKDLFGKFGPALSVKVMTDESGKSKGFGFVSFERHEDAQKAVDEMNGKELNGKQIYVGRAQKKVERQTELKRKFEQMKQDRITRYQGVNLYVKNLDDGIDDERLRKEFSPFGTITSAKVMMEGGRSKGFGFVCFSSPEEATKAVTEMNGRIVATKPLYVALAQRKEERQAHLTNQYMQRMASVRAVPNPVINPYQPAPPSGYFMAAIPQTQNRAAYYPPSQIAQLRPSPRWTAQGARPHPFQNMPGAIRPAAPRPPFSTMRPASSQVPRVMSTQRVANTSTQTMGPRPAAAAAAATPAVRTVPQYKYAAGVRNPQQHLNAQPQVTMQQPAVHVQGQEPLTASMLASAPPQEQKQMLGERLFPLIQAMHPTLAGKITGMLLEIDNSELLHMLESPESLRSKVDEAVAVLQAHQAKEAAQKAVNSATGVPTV
E coli Lon inh: inhibitors of E. coli Lon protease | purified E. coli Lon protease, fluorescence polarization | inhibition, % at 7.94 µM | actives 0.42% (n = 360,000) | AID 602123; in the data active = inhibition above about 13%, passing the limit was not always enough;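 also: 0% = enzyme with probe and DMSO and 100% = no enzyme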
bovine MsrA act: activators of bovine methionine sulfoxide reductase A. AID 602163. actives 0.3% (n = 360,000). activation, % at 10.6 µM. purified bovine MsrA, absorbance read-out; in the data active = activation above about 7.5%;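 also: 0% = vehicle and 100% = reference activator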
FAS TE block: FAS thioesterase (human) inhibition | P49327 | recombinant FAS-TE, OMFH fluorogenic substrate, fluorescence endpoint | inhibition, % at 15 µM | actives 0.67% (n = 360,000);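 active = compounds whose normalised, plate-corrected inhibition of enzyme fluorescence in the single-dose primary screen is 50% or more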;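 also: 0% = DMSO with enzyme and 100% = substrate without enzyme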
TbMetRS inhib: Trypanosoma brucei MetRS inhibition; purified T. brucei MetRS, ATP depletion, Kinase-Glo luminescence; inhibition, % at 11.9 µM; actives 0.4% (n = 360,000);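 active = inhibition above a per-plate cutoff of the control wells' mean inhibition plus 3 SD, cut at about 5.5% in these data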;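 also: 0% = DMSO wells median and 100% = median of wells with control inhibitor compound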
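Measured by: Kinase-Glo luciferase luminescence reporting remaining unconsumed ATP. Material: purified T. brucei MetRS enzyme. Doses: 11.9 µM compound single dose, 0.9% DMSO. Medium: HEPES buffer containing pyrophosphatase, BSA, spermine, DTT. Times: 15 min preincubation, 2 h reaction, all 25 °C. Reagent: methionine, ATP and bulk E. coli tRNA.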
CendR NRP1 mod: NRP-1/CendR interaction modulation. inhibition, % at 25 µM. actives 0.85% (n = 360,000). FAM-RPARPAR peptide binding to NRP-1, fluorescence polarization;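 active = inhibition or corrected inhibition above about 18%, plus a signal ratio from 0.5 to 1.5, limit read from the data, passing the limit was not always enough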; also: strong numbers were not always called active
* marks the source's active call; other numbers are inactive results; · = not tested or not shown; & = joins results of further samples.

structure	MT1-MMP act inh	FAS TE block	PABP1 MLLE inh	SKN-1 inh	bovine MsrA act	CendR NRP1 mod	MsrA inh	E coli Lon inh	TbMetRS inhib
Cc1ccc(C)c(NC(=O)CN(C)C(C)C(=O)N2CC(C)CC(C)C2)c1 (stereo not given)	3	-5	-37	-20	0	5	1.1	-2	-0.3
Cc1c(C)c2ccc(OCC(=O)NC(Cc3ccc(Cl)cc3)C(=O)O)cc2oc1=O (stereo not given)	1	-1	7	-19	1	8	0.5	7	0.3
Fc1ccc(-c2nc3c(-c4ccccc4)cnn3cc2CCN2CCOCC2)cc1	-1	9	-5	-5	-6	8	-0.5	-9	-1.0
C[C@H]1CN([C@@H](C)CO)C(=O)Cc2cc(NC(=O)CCC(F)(F)F)ccc2O[C@H]1CN(C)CC1CC1	-5	-12	-3	3	-3	9	-1.3	-4	0.1
CCCOC(=O)Nc1cc(OC)c(Cl)cc1OC	-3	1	-5	17	-4	17*	-1.7	-6	0.1
O=C(c1cc(-c2cccc(Br)c2)nc2ccccc12)N1CCCC1	-2	10	0	-7	-5	2	0.3	-3	0.1
COc1ccc(N2CCN(C(=O)CSc3nnc(NC(=O)C4CCC4)s3)CC2)cc1	1	1	-10	10	-4	4	0.9	-1	-0.1
C[n+]1ccc(/C=C/c2ccccc2O)c2ccccc21	-6	-3	-115	4	-4	12	2.2	-1	0.4
Cc1ccc2c(C)c(C(=O)NCc3ccc(S(N)(=O)=O)cc3)oc2c1C	1	2	9	16	-11	9	0.3	-3	-1.4
O=C(C[n+]1cccc2ccccc21)c1ccc(Cl)cc1	-14	-9	-1	-2	-8	-31	1.3	-14	-1.3
Cn1c(SCC(=O)NCCc2ccccc2)nc2c([nH]c3ccccc32)c1=O	2	-2	4	-6	-2	-8	-0.6	0	2.3
COCCn1c(NC(=S)NC(=O)C23CC4CC(CC(C4)C2)C3)cc(=O)[nH]c1=O	-23	2	34	-1	-6	0	-1.8	4	-0.3
O=C(O)c1cn(-c2ccc(F)cc2)c2cc(N3CCNCC3)c(F)cc2c1=O	-8	1	-1	-4	-3	-8	1.6	-8	-0.8
CC(C)Cc1ccc(S(=O)(=O)N2CCN(C(=O)c3ccco3)CC2)cc1	4	28	-18	-3	1	3	-1.0	1	0.0
COc1ccc(N(CN2C(=O)C3C4C=CC(C4)C3C2=O)C(=O)c2ccco2)cc1 (stereo not given)	1	-2	8	1	-2	-4	-1.4	2	0.4
Cc1ccc(S(=O)(=O)Nn2c(C)nnc2-n2nc(C)cc2C)cc1	2	-4	12	4	0	-1	0.3	1	-0.3
Oc1ccc(C=NC2CCCCC2)c(O)c1	-7	1	-2	6	-5	2	3.8	1	-0.3
O=C(COC(=O)c1cccc(S(=O)(=O)N2CCc3ccccc3C2)c1)NCc1ccco1	-1	8	-20	-6	0	10	-0.2	0	-0.5
CC(C)(C)C1CCC(=NNC(=O)CN(c2ccccc2)S(=O)(=O)c2ccccc2[N+](=O)[O-])CC1 (stereo not given)	-1	19	4	-7	-5	6	-1.1	-1	-0.1
COc1ccccc1Cc1c(-c2ccc(F)cc2)nc2c(C)cc(Br)cn12	7	16	-7	0	5	-19	0.2	-18	-0.2
O=C(NCc1ccccc1CN1CCCCC1)c1ccc(Cl)cc1N1CCCC1=O	-4	-5	-110	2	-2	-7	-0.1	-5	0.5
C=CCNC(=S)Nc1ccc(OC)c(S(=O)(=O)N2CCOCC2)c1	0	-6	-8	6	-1	1	-0.5	-8	0.8
Cc1nc(C)c(C(=O)Nc2ccc(C)c(F)c2)o1	7	-4	-6	3	0	5	0.5	-8	-0.2
CC(=O)Nc1ccc(S(=O)(=O)N2CCC(NC(C)=O)(c3cccc(F)c3)CC2)cc1	-1	6	0	-6	-3	0	-0.4	9	0.2
COC(=O)CC1C(=O)NCCN1C(=O)CSc1nnc(Nc2ccc(OC)cc2)s1 (stereo not given)	0	-2	-22	10	-4	1	0.6	2	-0.5

A second format for part of the listing above:
Each structure is followed by: MT1-MMP act inh	FAS TE block	PABP1 MLLE inh	SKN-1 inh	bovine MsrA act	CendR NRP1 mod	MsrA inh	E coli Lon inh	TbMetRS inhib
Oc1ccc(C=NC2CCCCC2)c(O)c1
→ -7	1	-2	6	-5	2	3.8	1	-0.3
O=C(COC(=O)c1cccc(S(=O)(=O)N2CCc3ccccc3C2)c1)NCc1ccco1
→ -1	8	-20	-6	0	10	-0.2	0	-0.5

Further entries.
structure	MT1-MMP act inh	FAS TE block	PABP1 MLLE inh	SKN-1 inh	bovine MsrA act	CendR NRP1 mod	MsrA inh	E coli Lon inh	TbMetRS inhib
CC1CCN(C(=O)c2ccc3c(c2NCCO)C(=O)c2ccccc2C3=O)CC1	31*	22	-1	11	2	-2	2.5	12	-1.2
O=C(Cn1c(=O)c(=O)n(Cc2ccccc2)c2ccc(Cl)cc21)NCC1CCCO1 (stereo not given)	-4	-4	12	3	-1	-2	0.6	-6	-0.5
O=c1/c(=C\c2ccc(O)cc2)sc2n1C(c1ccccc1)C(c1ccccc1)=NN=2 (stereo not given)	-65	4	-173	1	3	-138	0.6	-43	0.3
O=C(NCc1ccccc1)c1nc2c(nnn2Cc2cccc(Cl)c2)c(=O)[nH]1	16	5	10	12	-2	-11	0.5	-3	0.7
O=C(O)/C=C\C(=O)NCc1ccccc1	3	-6	-2	12	-1	-7	1.1	-9	-0.3
COc1cccc(C(=O)NNC(=O)c2ccccc2)c1	-1	-2	-11	1	-3	1	-0.2	2	-0.7
O=C1NC[C@@H](CCCCN2CCN(CCc3ccccc3)C(=O)C2=O)N(CCC2CCCCC2)C1=O	7	-1	·	-14	-1	-16	-0.1	-9	-0.9
CCCc1c(C(=O)N/N=C/c2cccnc2)nnn1-c1nonc1N	3	-3	-3	3	1	7	0.3	-12	0.1
Nc1cccnc1Oc1ccc(F)cc1	1	-2	-9	12	-2	-4	-0.8	-9	0.4
Cc1nc(-c2ccc(S(=O)(=O)NCc3cccnc3)s2)cs1	1	0	0	-1	-2	-6	-0.3	0	-0.7
C=C(C)COc1ccc(-c2[nH]ncc2-c2ccccc2OC)c(O)c1	2	-66	10	14	2	6	-0.1	-4	-0.5
CC(=O)NC(c1ccc(F)c(F)c1)c1nc(-c2ccccc2C)cs1 (stereo not given)	-6	6	-3	6	-5	-14	-0.6	-1	-0.3
O=C1NC2=C(CCc3ccccc32)C(c2ccc(Br)cc2)N1 (stereo not given)	-5	1	-1	9	-4	4	1.8	4	0.7
CCCC(=O)N1c2ccc(-c3csc(N)n3)cc2CC1C (stereo not given)	4	-11	35	-1	-13	5	0.7	-5	-1.1
CC(=O)NC(C)(c1ccccc1)c1nc(/C=C/c2ccccc2)cs1 (stereo not given)	5	7	-12	4	-6	7	1.2	-6	-0.4
COc1ccc(CCNC(=O)CSc2nc3ccsc3c(=O)n2Cc2ccccn2)cc1OC	0	-5	8	6	-2	14	0.4	-13	0.2
CCOc1ccccc1NC(=O)CN(c1cc(C)cc(C)c1)S(=O)(=O)c1c(C)noc1C	-3	17	6	5	2	0	-0.4	6	-0.5
COC(=O)c1[nH]c2cccc(OC)c2c1NC(=O)CN1CC2(C)CC1CC(C)(C)C2 (stereo not given)	-1	-3	-21	3	3	12	0.5	-7	0.4
O=C(c1cccnc1)N1CCN(c2ccc(Cl)cc2)CC1	2	-7	6	13	-4	2	0.6	-1	0.9
C/C(=N\Nc1nc(N2CCOCC2)nc(N2CCOCC2)n1)c1cccc([N+](=O)[O-])c1	1	5	-11	5	-2	6	0.2	-7	0.8
COc1ccnc(N=CNOCc2ccc(F)cc2Cl)c1C#N	-2	8	2	-4	-14	-5	-1.6	-5	-1.4
CN(CC(=O)NCC1CCCO1)S(=O)(=O)c1ccc(Br)cc1 (stereo not given)	-5	-4	-11	4	-1	-4	-0.5	4	-0.3
C=CCN(c1ccccc1)S(=O)(=O)c1cccc(C(=O)NCC(c2ccc(F)cc2)N2CCOCC2)c1 (stereo not given)	3	8	-1	-2	-13	-4	1.7	3	-0.8
CC(=O)Nc1ccc(NC(=O)c2c(C)nc3ccccn23)cc1	2	0	8	8	-3	2	2.0	-12	0.1
C[C@H](NC(=O)c1nc[nH]c1C(=O)NCCCCCN)C(=O)OC(C)(C)C	0	-9	4	1	0	10	0.1	-6	-0.3

structure	MT1-MMP act inh	FAS TE block	PABP1 MLLE inh	SKN-1 inh	bovine MsrA act	CendR NRP1 mod	MsrA inh	E coli Lon inh	TbMetRS inhib
O=C(NC(Cc1c[nH]c2ccccc12)C(=O)N/N=C/c1ccc(Cl)cc1)c1cccs1 (stereo not given)	2	22	-16	0	-3	-3	0.6	-4	-0.3
COCCNCc1ccccc1[N+](=O)[O-]	0	-8	-1	1	-2	-7	0.8	4	0.0
COc1ccccc1/C=C/c1nc(S(=O)(=O)c2ccccc2)c(N2CCC(C(N)=O)CC2)o1	-5	-2	6	-3	-2	6	0.3	-6	0.7
CCOC(=O)C(NC(C)=O)(OCc1ccc(F)cc1)C(F)(F)F (stereo not given)	4	-5	0	-23	-12	3	-0.3	-5	-1.7
O=C(COc1ccc2c3c(c(=O)oc2c1)CCC3)NCCCN1CCOCC1	4	-2	8	9	-4	-2	1.2	3	-0.1
C=CCn1c(=O)c2c3c(sc2n2c(Nc4ccccc4)nnc12)CCCC3	-2	14	-12	-6	-5	4	-2.0	0	-0.6
Cc1ccc(C)c(NC(=O)COC(=O)c2cccc(S(=O)(=O)N3CCCC3)c2)c1	4	-5	3	28	-1	-2	-0.5	-4	0.4
CC(=O)Nc1ccc(NC(=O)/C=C/c2cccc(C(F)(F)F)c2)cc1	1	-3	-7	9	-2	-10	-0.1	-2	-0.7
CC1(C)CC(=O)C2=C(C1)N(CC1CCCO1)C(=O)C2(NC(=O)c1cccnc1)C(F)(F)F (stereo not given)	2	-4	9	-2	-7	5	-0.3	-13	-1.1
CCc1c(C)nc2ncnn2c1N1CCC(C(=O)NCc2cccc(OC)c2)CC1	-2	-4	12	-7	-8	-3	1.2	-9	-1.3
CCc1nc2oc3cc(OC)ccc3c(=O)c2c(=O)n1Cc1ccccc1	2	-1	-10	3	-4	-27	·	0	-0.7
CC1=CC(=O)c2ccccc2C1=O	-103&-53	2&1	22&13	-5&11	1&0	-8&-4	-0.2&-1.4	-9&3	-1.1&-0.5
O=C(c1ccc(S(=O)(=O)N2CCOCC2)cc1)N1CCN=C1SCc1cccnc1	8	-8	4	18	-9	5	0.5	-3	-1.1
O=C(COC(=O)CCc1c[nH]c2ccccc12)NCc1ccc(Cl)cc1	5	6	-9	3	-2	-8	-1.7	-16	0.9
Cc1cc(NC(=O)Cn2cnc3sc(C)c(C)c3c2=O)no1	-1	-6	6	11	-2	10	1.2	8	-0.3
O=C(CSc1nnc(COc2ccc(Cl)cc2Cl)o1)Nc1ccccn1	3	-1	-79	-13	-7	7	-0.1	-4	0.5
COc1ccc(C(=O)Nc2ccc(N3CCCC3)cc2)cc1	2	-10	-1	28	-1	-7	1.6	0	-0.6
CCCCc1n[nH]c(=S)n1Cc1ccc(Cl)cc1	3	10	-5	13	-5	3	-0.9	-1	-0.1
N#Cc1ccccc1OCC(=O)NCC(c1cccs1)N1CCOCC1 (stereo not given)	-3	-4	0	-4	-3	4	-1.2	-6	0.2
C=CCn1c(N)c(C(=O)N2CCN(C)CC2)sc1=S	10	-8	25	11	-2	-4	2.8	-3	0.2

Screening results: PubChem BioAssay, several laboratories
